ERG-DNA inh: blocks human ERG Ets domain binding to DNA; fluorescence polarization, His-ERG Ets domain / labelled DNA; Potency, µM (doses to about 76.9 µM), inactives show top-dose FP activity, negative = inhibition, hits mostly inhibitors; 370,000 tested, 0.028% active; P11308; active means well fitted inhibition curve with a large enough effect in the polarisation, with a control signal flat; inconclusive means small, poorly fitted or top-dose-only effect, or effect the other way, or a change in a side signal; inactive means no such curve, though single readings can be large or run the other way; the % refers to the polarisation;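 further: polarization taken with two DNA probes labelled with fluorescein and Texas red; potency means the concentration at half of the fitted maximal effect; % of control where 0% means no effect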
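His-tagged ERG Ets domain (1 uM in the protein solution; 300mM KCl, 50mM Tris-HCl, 1mM EDTA, 1mM DTT, pH 7.5) received compound, then a probe mix of 5 nM fluorescein-DNA and 100nM Texas-615-DNA. Fluorescence polarization was read for both dyes.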
Vif-APOBEC3G blk: blocks the Vif interaction with human APOBEC3G. 410,000 tested, 0.076% active. Potency, µM (top dose mostly 46.1 µM), inactives show top-dose activity, negative = active, actives largely listed as inhibitors. HeLa A3G-eYFP + Vif (tagged APOBEC3G with the HIV-1 protein that degrades it), YFP fluorescence, overnight. Q9HC16. AID 602310;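 further: potency means the concentration at half of the fitted maximal effect; on the % scale 0 is the no-effect control and ±100 the full control effect; nearly all actives have a fitted effect of over 60% in size; hits raise eYFP signal because A3G escapes Vif-driven loss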
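HeLa cells stably expressing Vif and C-terminally eYFP-tagged A3G, seeded overnight at 37 deg C, then exposed to compound by pintool overnight at 37 deg C. Rise in yellow fluorescence (Ex 488/Em 500-530, Acumen) marks blocked Vif-driven A3G degradation.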
GRP78 ERSR act: ER stress response induction in glioma; U87-MG GRP78 promoter luciferase reporter, 16 h; Potency, µM, without a hit: top-dose activation, usual class: activators; 420,000 tested, 0.02% active; AID 602332; further: potency means the concentration at half of the fitted maximal effect; series mostly up to about 76 µM; % of control where 0% means no effect; nearly all actives have a fitted effect of over 35% in size
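Stably transfected U87-MG human glioma cells carrying a GRP78-based luminescent sensor were seeded at 1000 cells/well, pin-dosed with compounds and incubated 16 h. Luciferase reagent was then added, and end-point luminescence was read after 10 min at room temperature.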
LDHA inh: inhibitors of human lactate dehydrogenase A | purified LDHA, NADH/diaphorase-resazurin fluorescence; hits give low values | P00338 | activity change, % (values are at about 110 or 230 µM) | 480,000 tested, 0.15% active; in the data active means activity change below about -30%; inconclusive means mostly about -25% to -30%;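 further: plate controls were DMSO wells for no effect and wells without enzyme for full effect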
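LDH5 2 nM; NADH 0.06 mM, pyruvate 0.2 mM; 200 mM Tris pH 7.4, EDTA, Tween-20; 5 min RT. Detection: diaphorase 0.133 mg/mL + resazurin 37 µM, fluorescence ex540/em590 at 0 and 20 min; normalized to enzyme-free and DMSO wells.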
RGS4 inhibitor: blocks human RGS4-accelerated GTP hydrolysis. P49798. Potency, µM (series often up to 114 µM), inactives show at the highest dose activity change, negative = inhibition, actives largely listed as inhibitors. 390,000 tested, 0.039% active. Transcreener GDP fluorescence polarization, RGS4-accelerated GTP hydrolysis. AID 504845; further: potency means the concentration at half of the fitted maximal effect; on the % scale 0 is the no-effect control and ±100 the full control effect; nearly all actives have a fitted effect of over 75% in size; some results filed as inactive show a strong effect at the top dose
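MLSMR compounds (23 nl, pin-transferred) preincubated 10 min at room temperature with a 500nM (2x) first reagent, then RGS4 at 900nM (2x) plus Transcreener GDP mix added; fluorescence polarization (620/688 nm) read before and after 90 min at 30 °C.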
ALOX12 inh: blocks human arachidonate 12S-lipoxygenase; AID 1671190; Potency, µM (titrated, usually from 108 µM), for inactives: top-dose activity change, negative = inhibition, usual class: inhibitors; P18054; purified 12hLO, xylenol orange hydroperoxide absorbance; 580,000 tested, 1.1% active; further: potency means the concentration at half of the fitted maximal effect; on the % scale 0 is the no-effect control and ±100 the full control effect
Target sequence (P18054 whole entry, looked up): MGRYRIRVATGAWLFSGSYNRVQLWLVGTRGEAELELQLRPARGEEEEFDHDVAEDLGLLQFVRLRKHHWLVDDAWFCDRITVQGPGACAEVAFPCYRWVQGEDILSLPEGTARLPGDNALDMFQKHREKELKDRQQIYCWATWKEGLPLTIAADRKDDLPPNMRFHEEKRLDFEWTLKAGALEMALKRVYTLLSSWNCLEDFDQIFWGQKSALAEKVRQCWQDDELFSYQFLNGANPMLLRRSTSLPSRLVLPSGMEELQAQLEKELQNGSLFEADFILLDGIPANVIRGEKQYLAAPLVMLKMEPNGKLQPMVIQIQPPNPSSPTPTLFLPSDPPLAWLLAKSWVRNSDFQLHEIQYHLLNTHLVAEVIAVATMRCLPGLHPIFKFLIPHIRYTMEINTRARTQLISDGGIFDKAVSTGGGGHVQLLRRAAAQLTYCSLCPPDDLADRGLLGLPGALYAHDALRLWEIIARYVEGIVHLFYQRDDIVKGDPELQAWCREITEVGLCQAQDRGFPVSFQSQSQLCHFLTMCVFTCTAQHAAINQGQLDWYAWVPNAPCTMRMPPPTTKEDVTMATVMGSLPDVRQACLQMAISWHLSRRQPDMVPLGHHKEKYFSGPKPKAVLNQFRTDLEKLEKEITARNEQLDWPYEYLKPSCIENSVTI
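Purified human 12hLO (150 nM final) in 25 mM Hepes, 0.01% Triton X-100, pH 7.0 was preincubated 15 min at room temperature with compound. Then 40 uM arachidonic acid was added, 30 min. Hydroperoxide was read by Fe-XO absorbance ratio 573/405 nm.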
D2 antag: antagonists of human D2 dopamine receptor | P14416 | HEK293 TREx D2 cells, calcium flux, dopamine EC80 | inhibition, % at 10 µM | 340,000 tested, 2% active | AID 485344; in the data active means inhibition above about 30%; further: 0% is about no effect
Target sequence (P14416 whole entry, looked up): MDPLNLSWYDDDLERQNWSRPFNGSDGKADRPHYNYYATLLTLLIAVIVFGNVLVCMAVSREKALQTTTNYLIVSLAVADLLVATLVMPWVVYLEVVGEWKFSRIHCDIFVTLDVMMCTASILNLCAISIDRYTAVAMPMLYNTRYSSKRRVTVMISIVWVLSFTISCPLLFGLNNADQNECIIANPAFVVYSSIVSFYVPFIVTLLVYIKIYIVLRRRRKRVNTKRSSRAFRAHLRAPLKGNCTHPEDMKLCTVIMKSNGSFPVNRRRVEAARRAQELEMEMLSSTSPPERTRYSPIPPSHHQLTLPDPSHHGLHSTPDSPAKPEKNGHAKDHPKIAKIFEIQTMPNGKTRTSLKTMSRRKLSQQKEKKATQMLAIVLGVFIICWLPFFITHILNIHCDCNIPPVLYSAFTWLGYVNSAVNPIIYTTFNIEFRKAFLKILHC
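In this primary screen, negative modulation is detected by tracking calcium flux after an EC80 dopamine challenge in inducible HEK293 T-REx D2 cells preexposed to test compound for 180 s.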
D2 agonist: D2 dopamine receptor (human) agonism | 340,000 tested, 0.53% active | P14416 | HEK293 T-REx D2 cells, calcium flux agonist mode | activation, % at 2 µM;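 active means activation over 3 SD above normal in the single-dose calcium agonist read, cut at about 30% in these data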; further: 0% is about no effect
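In this primary screen, compounds producing a positive calcium signal within 180 s of addition to tetracycline-induced, force-coupled HEK293 Trex D2 cells are flagged; cells are dye-loaded with a no-wash calcium kit beforehand.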
Vif-APOBEC3F blk: Vif-A3F binding inhibition. 390,000 tested, 0.2% active. HeLa A3F-eYFP + Vif (tagged APOBEC3F with the HIV-1 protein that degrades it), YFP fluorescence increase. Potency, µM (series often up to 46.1 µM), for inactives: at the top dose activity, negative = active; further: potency means the concentration at half of the fitted maximal effect; % of control where 0% means no effect; nearly all actives have a fitted effect of over 65% in size
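Fluorescence increase (Ex 488/Em 500-530) after overnight compound treatment at 37 deg C flags inhibition of Vif-driven A3F-eYFP loss in stable HeLa A3F-eYFP/Vif cells seeded overnight beforehand.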
* marks the source's active call; other numbers are inactive results; & = joins results of further samples; [ ] = dose if it differs, or a comment. Unless noted, the call rests on the fitted dose curve; in most records, active means well fitted curve in the direction sought with a large enough effect; inconclusive means small, poorly fitted or top-dose-only effect, or another doubt; inactive means no such curve, though single readings can be large; an effect the other way counts as inactive or inconclusive. Some of the compounds tested. The share of hits here may be higher or lower than overall.

Screening Cc1ccc(-n2c(C)c(C)c3c(NCCN(C)C)ncnc32)cc1 returned ERG-DNA inh -2%, Vif-APOBEC3G blk -5%, GRP78 ERSR act -1%, LDHA inh -1, RGS4 inhibitor 11%, ALOX12 inh 20%, D2 antag -4, D2 agonist 0.2 and Vif-APOBEC3F blk -3%.
Screening O=C(NCCCCc1ccccc1)C1CC(c2ccc(C(F)(F)F)cc2)=NO1 (configuration not stated) returned ERG-DNA inh -14%, Vif-APOBEC3G blk 0%, GRP78 ERSR act -2%, LDHA inh -3, RGS4 inhibitor -3%, ALOX12 inh 0%, D2 antag 2, D2 agonist 0.6 and Vif-APOBEC3F blk 0%.
Screening Cc1ccc(C2/C(=C(\O)c3ccc4c(c3)OCCO4)C(=O)C(=O)N2CC2CCCO2)cc1 (configuration not stated) returned ERG-DNA inh 3%, Vif-APOBEC3G blk -1%, GRP78 ERSR act -4%, LDHA inh 1, RGS4 inhibitor 14%, ALOX12 inh -18%, D2 antag -9, D2 agonist 0.3 and Vif-APOBEC3F blk 4%.
`O=C(OCc1nc2ccsc2c(=O)[nH]1)c1cc(Br)c(Br)s1` gave ERG-DNA inh -8%, Vif-APOBEC3G blk -1%, GRP78 ERSR act 1%, LDHA inh -2, RGS4 inhibitor -3%, ALOX12 inh 9%, D2 antag 17, D2 agonist -0.5 and Vif-APOBEC3F blk -5%.
For COc1ccc(NC(=O)c2ccc(-c3nc(CSc4ccc(C)cc4)c(C)o3)cc2)cc1Cl the results were ERG-DNA inh 0%, Vif-APOBEC3G blk 5%, GRP78 ERSR act -2%, LDHA inh -1, RGS4 inhibitor -5%, ALOX12 inh -26%, D2 agonist 1.2 and Vif-APOBEC3F blk 1%.
`COC(=O)c1ccc(OCCCCN2CC(C)OC(C)C2)cc1` (configuration not stated) gave ERG-DNA inh -6%, Vif-APOBEC3G blk 4%, GRP78 ERSR act -4%, LDHA inh -22, RGS4 inhibitor -28%, ALOX12 inh inconclusive, D2 antag 21, D2 agonist 0.1 and Vif-APOBEC3F blk -9%.
Screening COc1ccc(/C=N/NC(=O)c2ccn[nH]2)cc1COc1ccc(Cl)cc1Cl returned Vif-APOBEC3G blk -16%, GRP78 ERSR act 1%, LDHA inh -1, RGS4 inhibitor 15%, ALOX12 inh 1%, D2 antag 8, D2 agonist 0.1 and Vif-APOBEC3F blk -8%.
For c1cnc2nc(CSc3ncn[nH]3)cn2c1 the results were ERG-DNA inh -15%, Vif-APOBEC3G blk 0%, GRP78 ERSR act 1%, LDHA inh -4, RGS4 inhibitor -12%, ALOX12 inh -1%, D2 antag -5, D2 agonist 0.1 and Vif-APOBEC3F blk inconclusive.
Screening CCOC(=O)c1c(C)oc2nc(C)nc(NCCc3ccc(OCC)cc3)c12 returned ERG-DNA inh -3%, Vif-APOBEC3G blk 0%, GRP78 ERSR act -3%, LDHA inh -4, RGS4 inhibitor -8%, ALOX12 inh -7%, D2 agonist -0.3 and Vif-APOBEC3F blk -12%.
Screening CC1CCCN(S(=O)(=O)c2ccc(NC(=O)CNC3CCCC3)cc2)C1 (configuration not stated) returned ERG-DNA inh 3%, Vif-APOBEC3G blk 1%, GRP78 ERSR act -11%, LDHA inh -5, RGS4 inhibitor 25%, ALOX12 inh -22%, D2 antag -6, D2 agonist -0.1 and Vif-APOBEC3F blk 1%.
`COCC(=O)n1nc(NCc2ccc(OC)cc2)nc1NCc1ccc(OC)cc1` gave ERG-DNA inh 4%, Vif-APOBEC3G blk -1%, GRP78 ERSR act -7%, LDHA inh -2, RGS4 inhibitor -22%[11.4 µM], ALOX12 inh inconclusive, D2 antag -4, D2 agonist -1.4 and Vif-APOBEC3F blk 0%.
Screening O=C(CSc1nc(O)cc(=O)n1-c1ccccc1)NC1CCCCC1 returned ERG-DNA inh 12%, Vif-APOBEC3G blk -6%, GRP78 ERSR act -1%, LDHA inh 0, RGS4 inhibitor 2%, ALOX12 inh 0%, D2 antag 10, D2 agonist -0.2 and Vif-APOBEC3F blk -6%.
For CCOC(=O)C1CCN(C(=O)CCc2nc3sc4c(c3c(=O)[nH]2)CCCC4)CC1 the results were ERG-DNA inh 19%, Vif-APOBEC3G blk -1%, GRP78 ERSR act -1%, LDHA inh -1&6, RGS4 inhibitor -41%, ALOX12 inh inconclusive, D2 antag -24, D2 agonist 0.1 and Vif-APOBEC3F blk 4%.
COc1ccc(NC(=O)C2CCN(S(=O)(=O)c3ccc4c(c3)CC(C)N4C(C)=O)CC2)cc1OC (configuration not stated) was read as ERG-DNA inh 2%, Vif-APOBEC3G blk -1%, GRP78 ERSR act -1%, LDHA inh -1, RGS4 inhibitor -12%, ALOX12 inh -27%, D2 antag -9, D2 agonist 0.0 and Vif-APOBEC3F blk -1%.
CCn1c(=NC(=O)c2ccc(N3C(=O)CCC3=O)cc2)sc2c(OC)ccc(OC)c21 was read as ERG-DNA inh 8%, Vif-APOBEC3G blk -8%, GRP78 ERSR act -6%, LDHA inh -2, RGS4 inhibitor inconclusive, ALOX12 inh 26%, D2 antag 19, D2 agonist -0.3 and Vif-APOBEC3F blk -3%.
`CCN(CC)CCCNC(=O)Cc1c(C(=O)O)n(C)c2ccccc12` gave ERG-DNA inh -8%, Vif-APOBEC3G blk 1%, GRP78 ERSR act -12%, LDHA inh 2, RGS4 inhibitor -22%, ALOX12 inh 28%[57.4 µM], D2 antag 2, D2 agonist 0.9 and Vif-APOBEC3F blk 1%.
For CSc1ccccc1OCc1cc(C(=O)N(C)Cc2nonc2C)no1 the results were ERG-DNA inh 3%, Vif-APOBEC3G blk 0%, GRP78 ERSR act 5%, LDHA inh -7, RGS4 inhibitor -14%, ALOX12 inh -11%, D2 antag 3, D2 agonist -0.5 and Vif-APOBEC3F blk inconclusive.
For C[n+]1ccccc1/C=C1\Sc2ccccc2N1CCO the results were ERG-DNA inh 6%, Vif-APOBEC3G blk -15%, GRP78 ERSR act -4%, LDHA inh -8, RGS4 inhibitor -27%, ALOX12 inh 224%[activator], D2 antag -15, D2 agonist -0.2 and Vif-APOBEC3F blk -12%.
`COC(=O)Nc1ccc(S(=O)(=O)N2CCC(C(=O)N3CCCCC3C)CC2)cc1` (configuration not stated) gave ERG-DNA inh 13%, Vif-APOBEC3G blk 1%, GRP78 ERSR act -3%, LDHA inh 0, RGS4 inhibitor -21%, ALOX12 inh 14%, D2 antag -7, D2 agonist 7.3 and Vif-APOBEC3F blk -1%.
Screening Cc1cc(=O)n2nc(N3CCCC3C(=O)NCCCN3CC(C)CC(C)C3)sc2n1 (configuration not stated) returned ERG-DNA inh -1%, Vif-APOBEC3G blk 1%, GRP78 ERSR act 4%, LDHA inh -6, RGS4 inhibitor 23%, ALOX12 inh -1%, D2 antag 0 and D2 agonist -1.6.
CC(=O)OCC1OC(OC(C)=O)C(NC(=O)Cc2ccccc2)C(OC(C)=O)C1OC(C)=O (configuration not stated) was read as ERG-DNA inh 20%, Vif-APOBEC3G blk -4%, GRP78 ERSR act -2%, LDHA inh -3, RGS4 inhibitor -13%, ALOX12 inh -3%, D2 antag 8, D2 agonist -1.4 and Vif-APOBEC3F blk 9%.
`O=C(Nc1ccc(S(=O)(=O)Nc2nccs2)cc1)c1cccc(F)c1` gave ERG-DNA inh 20%, Vif-APOBEC3G blk -5%, GRP78 ERSR act -3%, LDHA inh -9, RGS4 inhibitor -1%, ALOX12 inh -17%, D2 antag -14, D2 agonist -1.5 and Vif-APOBEC3F blk -11%.
Screening Cc1ccc(-c2ccc(OCC(=O)N3CCOCC3)cc2)cc1 returned ERG-DNA inh 3%, Vif-APOBEC3G blk -8%, GRP78 ERSR act 1%, LDHA inh 1, RGS4 inhibitor 13%, ALOX12 inh -29%, D2 antag -5, D2 agonist -0.1 and Vif-APOBEC3F blk 4%.
Screening CCOC(=O)c1cnc2ccc(OCC)cc2c1N1CCN(c2ccccc2OC)CC1 returned ERG-DNA inh -3%, Vif-APOBEC3G blk 4%, GRP78 ERSR act -5%, LDHA inh 6, RGS4 inhibitor -3%[11.4 µM], D2 antag -1, D2 agonist -2.9 and Vif-APOBEC3F blk 7%.
Screening Cc1ccc(S(=O)(=O)NC(=O)Nc2cccc(S(=O)(=O)N(C)C)c2)cc1 returned ERG-DNA inh -2%, Vif-APOBEC3G blk -1%, GRP78 ERSR act -4%, LDHA inh -4, RGS4 inhibitor 5%, ALOX12 inh 95%[activator] and Vif-APOBEC3F blk -8%.
For O=S(=O)(Nc1ccc(F)cc1)c1ccc(S(=O)(=O)N2CCOCC2)cc1 the results were ERG-DNA inh -7%, Vif-APOBEC3G blk -3%, GRP78 ERSR act -2%, LDHA inh -1, RGS4 inhibitor 11%, ALOX12 inh 321%[activator] and Vif-APOBEC3F blk -13%.
`OCCC1CN(Cc2cc3c(cc2Cl)OCO3)CCN1C1CCCC1` (configuration not stated) gave ERG-DNA inh -4%, Vif-APOBEC3G blk 4%, GRP78 ERSR act -3%, LDHA inh 2, RGS4 inhibitor 16%, ALOX12 inh -2%, D2 antag -33, D2 agonist 0.9 and Vif-APOBEC3F blk -6%.
